Assay outcomes: PubChem BioAssay, several laboratories
RGS4 inh = inhibitors of human RGS4; P49798; HEK293 M3R/RGS4 inducible, Fluo-4 calcium flux; stronger effect = higher value; triggered by carbachol at its EC20; B-score at 10 µM; 310,000 tested, 0.45% active;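 active = B-score, a plate-corrected calcium signal, over three deviations above library mean, with baseline fluorescence within five deviations of library mean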;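 also: RGS4 expression induced by doxycycline in cells with stable M3 receptor; B-score is computed from the integrated fluorescence ratio over baseline after carbachol; higher B-score means a larger calcium signal and so more RGS4 inhibition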
Target sequence (P49798 whole entry, looked up): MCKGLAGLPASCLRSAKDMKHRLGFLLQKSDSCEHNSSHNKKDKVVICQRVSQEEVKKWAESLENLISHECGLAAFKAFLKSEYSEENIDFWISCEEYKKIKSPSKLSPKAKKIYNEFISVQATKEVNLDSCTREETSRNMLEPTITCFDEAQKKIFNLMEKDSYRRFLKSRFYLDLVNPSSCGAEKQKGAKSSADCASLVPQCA
GSK3beta inhib = human GSK3beta kinase inhibition. activity score (negative = inhibition), % at 10 µM. P49841. 300,000 tested, 0.038% active. GST-GSK3beta kinase, ADP-Glo luminescence, 60 min; stronger effect = lower value. AID 2097;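 active = more than half of replicate wells score below -50%, meaning over 50% inhibition versus plate controls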;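 also: 0% = median DMSO wells and -100% = median GW8510 positive control wells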
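Assay system: GST-tagged human GSK3beta kinase, cell-free; Input: 1.6 ng GSK3beta; Medium: Tris/MgCl2 kinase buffer; Timing: 60 min enzyme reaction, room temperature; Signal: ADP-Glo luminescence quantifying ADP generated by kinase; Evaluation: score relative to plate controls; Benchmarks: DMSO neutral wells and GW8510 at 20 µM as positive.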
RGS4 pot = RGS4 potentiation or activation. HEK293 M3R/inducible RGS4, carbachol calcium flux Fluo4; stronger effect = lower value. B-score at 10 µM. 310,000 tested, 0.92% active;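 active = B-score of the integrated calcium signal more than 4 SD below the library mean, with starting fluorescence not abnormally high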;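 also: negative B-score means reduced calcium response which marks RGS4 activation or potentiation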
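Also added: carbachol at ECmax as muscarinic agonist stimulus; Assay system: HEK293 cells with stable M3R and inducible RGS4; Timing: overnight RGS4 induction, 30 min dye load 37 °C, 20 min compound RT; Measured by: Fluo4-AM (2 µM) calcium-flux fluorescence, kinetic read.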
KCNK9 inh = inhibitors of human KCNK9 two-pore domain potassium channel; Q9NPC2; HEK293 KCNK9, FluxOR thallium flux fluorescence; stronger effect = lower value; B-score at 10 µM; 310,000 tested, 1.2% active;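 active = ratio B-score over 3 SD below the library mean, with starting fluorescence within 5 SD of its mean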;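 also: negative B-score means less thallium flux so channel inhibition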
Target sequence (Q9NPC2 whole entry, looked up, the tested form may be a part): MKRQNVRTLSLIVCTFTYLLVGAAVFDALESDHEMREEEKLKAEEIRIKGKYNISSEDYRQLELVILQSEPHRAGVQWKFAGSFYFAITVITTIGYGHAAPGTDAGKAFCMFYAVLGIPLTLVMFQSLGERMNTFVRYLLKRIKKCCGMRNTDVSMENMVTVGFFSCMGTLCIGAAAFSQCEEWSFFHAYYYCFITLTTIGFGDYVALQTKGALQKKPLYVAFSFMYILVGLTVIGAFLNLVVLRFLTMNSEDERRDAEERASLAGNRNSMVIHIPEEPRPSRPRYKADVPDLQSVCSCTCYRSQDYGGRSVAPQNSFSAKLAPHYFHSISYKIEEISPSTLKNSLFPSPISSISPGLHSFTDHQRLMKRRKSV
KCNQ1 pot = potentiators or activators of human KCNQ1 potassium channel. P51787. CHO-K1 KCNQ1, thallium flux FluxOR fluorescence; stronger effect = higher value. B-score at 10 µM. 310,000 tested, 0.35% active;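 active = fluorescence ratio B-score, a plate-corrected score, at least three library SD, with initial intensity B-score within 5 SD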
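System: Stable KCNQ1 CHO-K1 line | Incubation: 90 min dye loading and 20 min compound exposure, both at room temperature | Measure: Ratio B score | Medium: Assay buffer for compound exposure, DMSO matched across wells | Compound dosing: Single-concentration screen | Probe or stimulus: K+/Tl+ depolarizing stimulus | Measured by: Kinetic FluxOR fluorescence, 10 s baseline plus 110 s post-stimulus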
KCNK3 block = human KCNK3 channel inhibition, primary screen. 340,000 tested, 0.84% active. CHO-KCNK3 thallium flux, FluxOR fluorescence; stronger effect = lower value. B-score at 10 µM. O14649. AID 602410;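 active = B-score under library mean minus 4 SD, starting fluorescence ratio at most library mean plus 5 SD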;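 also: more negative B-score means stronger inhibition of thallium flux through KCNK3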
Target sequence (O14649 whole entry, looked up): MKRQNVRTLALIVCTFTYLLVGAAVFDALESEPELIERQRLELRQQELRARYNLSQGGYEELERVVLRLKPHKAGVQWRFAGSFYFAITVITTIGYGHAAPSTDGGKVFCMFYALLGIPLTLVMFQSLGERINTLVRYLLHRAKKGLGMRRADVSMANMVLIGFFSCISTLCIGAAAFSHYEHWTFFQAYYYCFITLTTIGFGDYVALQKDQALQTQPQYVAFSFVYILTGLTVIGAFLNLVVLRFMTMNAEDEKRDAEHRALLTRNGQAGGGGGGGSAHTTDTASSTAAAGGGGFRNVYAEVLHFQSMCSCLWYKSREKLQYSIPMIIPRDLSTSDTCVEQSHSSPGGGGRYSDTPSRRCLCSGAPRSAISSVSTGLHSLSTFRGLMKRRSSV
GSK3 alpha inh = inhibitors of human GSK-3 alpha kinase; P49840; ADP-Glo luminescence, 60 min; inhibition, % at 10 µM; 320,000 tested, 0.1% active;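 in the data active = inhibition above about 50%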;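 also: GST-tagged GSK-3 alpha with peptide substrate and 25 µM ATP; 0% = DMSO neutral wells and 100% = GW8510 positive control wells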
hERG rescue = shields human hERG channel from block by proarrhythmic agents | 310,000 tested, 0.51% active | activation (rescue from dofetilide block), less the hit threshold, % at 10 µM | Q12809 | CHO-hERG, FluxOR thallium flux, dofetilide IC70 present;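 active = activation above the mean of controls blocked by dofetilide plus 5 SD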;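 also: thallium influx through hERG after potassium depolarization seen as dye fluorescence rise; in these data hits start at about 4.7%; inactives centre near -7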
PolyA inhibitor = blocks polyadenylation in yeast reporter cells | calls only at 12 µM | 300,000 tested, 0.02% active | S. cerevisiae SKY197-pL101 polyadenylation reporter, beta-gal luminescence; efflux-impaired pdr1/pdr3 knockout yeast; score 100 = 6 SD above DMSO;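 active = lowest replicate activity score at least 50, where 100 means six control SD above control mean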;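 also: yeast exposed to compound for 9 h at 30 °C; higher score means more reporter readthrough which indicates perturbed polyadenylation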
DYRK1A inh = inhibitors of rat Dyrk1A kinase. 310,000 tested, 0.43% active. Q63470. AID 504441. ADP-Glo luminescence, NFATc1 peptide. inhibition, % at 12.5 µM; in the data active = inhibition above about 50%;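 also: plate controls were vehicle with enzyme for no effect and no enzyme for full effect; many of its hits are not listed in these tables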
KCNQ1 block = inhibitors of human KCNQ1 potassium channel. B-score at 10 µM. 310,000 tested, 1.3% active. P51787. AID 2642. CHO-K1 KCNQ1, FluxOR thallium flux fluorescence; stronger effect = higher value;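 active = compounds whose thallium flux B-score, printed positive for inhibition, exceeds three library SD while starting fluorescence stays within three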;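 also: channel opened by potassium depolarization with thallium stimulus after 20 min compound exposure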
Active calls of the source: *; i = inactive; . = not tested or not shown. A portion of the library; rates above refer to the full screens.

SMILES | RGS4 inh | GSK3beta inhib | RGS4 pot | KCNK9 inh | KCNQ1 pot | KCNK3 block | GSK3 alpha inh | hERG rescue | PolyA inhibitor | DYRK1A inh | KCNQ1 block
CCOC(=O)[C@@H]1[C@H]2COc3ccc(Br)cc3[C@@H]2N2C(=O)N(c3ccccc3)C(=O)[C@]12C | i | 2 | i | i | i | i | -1 | -9 | i | 3 | i
COc1ccc(N2CCN(C(=O)CNC(=O)c3cccc(Br)c3)CC2)cc1 | i | 2 | i | i | i | i | 0 | -3 | i | -10 | i
CCN1CCN(C(CC(C)C)c2nnnn2CS(=O)(=O)c2ccc(C)cc2)CC1 (stereo not given) | i | -1 | i | i | i | i | -8 | -6 | i | -2 | i
Cc1cccc(C(=O)OCC(=O)NCC(C)C)c1O | i | -1 | i | i | i | i | -2 | -9 | i | 15 | i
Cc1ccsc1/C=N/NC(=O)C1CC(=O)N(c2ccc(F)cc2)C1 (stereo not given) | i | -4 | i | i | i | i | 2 | -7 | . | 2 | i
Cc1ccc(-n2cc(CN3CCCN(C=O)CC3)c(-c3ccc(F)cc3)n2)cc1 | i | -1 | i | i | i | i | 7 | -9 | i | -2 | i
COc1ccccc1NC(=S)N(c1ccccc1)C(C)C | i | -3 | i | i | i | i | 2 | -6 | i | -3 | i
CSc1cccc(NS(=O)(=O)c2cc(Br)cnc2N)c1 | i | 5 | -7.7* | i | i | i | -16 | -3 | i | -2 | i
COc1ccc([C@@H](C)NC(=O)CCc2nnc(-c3cc(C)on3)o2)cc1 | i | 2 | i | i | i | i | -2 | -1 | i | . | i
O=C(Nc1cccc(NC(=O)c2cccc(F)c2)c1)c1ccccc1 | i | 1 | i | i | i | i | -2 | -5 | i | -5 | i
O=C(C1=C[C@@H](c2ccccc2)C[C@@H](OCc2ccc(CO)cc2)O1)N1CCCCCCC1 | i | -2 | i | i | i | i | . | -10 | i | 0 | i
COc1ccc(CCC(=O)N2CCCC(Nc3ccccc3)C2)cc1OC (stereo not given) | i | 2 | i | i | i | i | -1 | -7 | i | -4 | i
CN1CCN(Cc2nc3c(c(=O)[nH]c(=O)n3C)n2Cc2c(F)cccc2Cl)CC1 | i | 3 | i | i | i | i | 3 | -13 | i | 3 | i
O=C(N/N=C/c1ccccc1O)c1cc[n+]([O-])cc1 | i | 1 | i | i | i | i | -1 | -10 | i | 7 | i
CC1=C(C(=O)Nc2ccccc2)C(c2ccc(C)o2)n2c(s/c(=C/c3ccccc3)c2=O)=N1 (stereo not given) | i | -3 | i | i | i | i | 1 | -7 | i | -6 | i
CCCC(=O)Nc1nc2ccc(S(N)(=O)=O)cc2s1 | i | 2 | i | i | i | i | -2 | -1 | i | 15 | i
CCc1cc(=O)[nH]c(SCCC(F)=C(F)F)n1 | i | 0 | i | i | i | i | -4 | -7 | i | 8 | i
CCOC(=O)CSc1nnc(NCC(=O)OC)c(=O)[nH]1 | i | -1 | i | i | i | i | -1 | -14 | i | -2 | i
CCSc1ccc([C@@H]2[C@@H]3C(=O)N(CC)C(=O)[C@@H]3[C@]3(C(=O)OC)CCCCN23)cc1OC | i | -2 | i | i | i | i | -24 | -2 | i | 8 | i
COCc1nnc(NC(=O)CCN2C(=O)c3ccccc3C2=O)s1 | i | 2 | i | i | i | i | . | -7 | i | 3 | i
COc1ccc(CC(=O)N/N=C/c2c(C)n(C)c3ccccc23)cc1OC | i | 0 | i | i | i | i | 2 | -7 | i | . | i
O=C(Nc1ccccc1)/C(=C\c1ccco1)NC(=O)c1ccco1 | i | . | i | i | i | i | -1 | -9 | i | -7 | i
Cc1c(O)ccc(C(=O)CN2C(=O)c3ccccc3C2=O)c1O | i | -2 | i | i | i | i | . | -7 | i | 5 | i
COc1ccccc1N1CCN(C(=O)CN(C2CCCCC2)S(C)(=O)=O)CC1 | i | -2 | i | i | i | i | 1 | -11 | i | -2 | i
O=C(COc1ccc(Br)cc1CO)N1CCCc2ccccc21 | i | . | i | i | i | i | 0 | -7 | i | 0 | i
CCOC(=O)C1CCN(C(=O)c2cccnc2Cl)CC1 | i | -2 | i | i | i | i | 0 | -9 | i | -2 | i
O=C(Nc1ccc(Cl)cc1C(=O)NCC1CCCO1)c1ccc(Cl)cc1Cl (stereo not given) | i | -1 | i | i | i | i | -1 | -5 | i | 2 | i
CN(CC(=O)Nc1ccc(S(=O)(=O)N2CCCC2)cc1)CC(=O)Nc1cccc(F)c1 | i | 1 | i | i | i | i | 1 | -11 | . | . | i
CCC/C(=N\NC(=O)c1ccc(OC)c(OC)c1)c1ccccc1 | i | -12 | i | i | i | i | -3 | -11 | i | 0 | i
O=C(c1noc2c1CCc1ccccc1-2)N1CCOCC1 | i | -29 | i | i | i | i | -1 | -8 | i | 6 | i
Cc1ccccc1SCC(=O)Nc1cc(S(=O)(=O)N2CCOCC2)ccc1N1CCOCC1 | i | -1 | i | i | i | i | -1 | -7 | i | 1 | i
COc1ccc(C(F)(F)F)cc1N/C=C\c1nnnn1-c1ccc(C)cc1 | i | 2 | i | i | i | i | 0 | -13 | i | 1 | i
COc1cccc(-c2cc(=O)[nH][nH]2)c1 | i | 5 | i | i | i | i | -1 | -4 | i | 1 | i
CN(C)S(=O)(=O)N1CCN(c2ccccc2Cl)CC1 | i | -2 | i | i | i | i | 2 | -1 | i | -11 | i
O=C(CSc1nnc(-c2ccc(Br)cc2)o1)Nc1cccc2ccccc12 | i | -2 | i | i | i | i | -1 | -11 | i | -6 | i
COC(=O)c1sccc1NC(=O)c1cccc(OC)c1 | i | 0 | i | i | i | i | 0 | -8 | i | 4 | i
Cc1ccc(-c2nnc(-c3ccccc3S(=O)(=O)Cc3ccc(Cl)cc3)o2)cc1 | i | 1 | i | i | i | i | 1 | -1 | i | -1 | i
CCOC(=O)C(Cc1ccccc1)C(=O)c1ccco1 (stereo not given) | i | 21 | i | i | i | i | -2 | -5 | . | -9 | i
COc1cccc(NC(=S)NCc2ccc3c(c2)cc(C)n3C)c1 | i | 5 | i | i | i | i | . | -4 | i | -3 | i
COc1cccc(/C=N/NC(=O)c2cc(C34CC5CC(CC(C5)C3)C4)[nH]n2)c1 | i | -3 | i | i | i | i | -1 | -7 | i | 1 | i
CC(=O)N(Cc1cccnc1)Cc1cc2ccccc2[nH]c1=O | i | -3 | i | i | i | i | 1 | -10 | i | 6 | i
CCc1ccc2nc(SCC(=O)NCC3CCCO3)c(C#N)cc2c1 (stereo not given) | i | 1 | i | i | i | i | -2 | -4 | i | -2 | i
COc1ccc(CC(=O)Nc2c(C(=O)N3CCN(c4ccccc4)CC3)oc3ccccc23)cc1OC | i | 2 | i | i | i | i | -3 | -5 | i | 7 | i
O=C(NCCNC1CCN(Cc2ccccc2)CC1)c1cccs1 | i | 1 | i | i | i | . | -2 | -8 | i | . | i
Cc1occc1C(=O)Nc1cccc([N+](=O)[O-])c1C | i | 3 | i | i | i | i | -1 | -5 | i | 2 | i
CCOc1cc(/C=N\NC(=O)CN2CCOCC2)ccc1OCc1ccc(F)cc1 | i | -2 | i | i | i | i | -2 | -8 | i | -3 | i
COc1cccc(-c2c(C(=O)N/N=C/c3cccnc3)nnn2-c2nonc2N)c1 | i | -5 | i | i | i | i | -1 | -5 | i | 1 | i
Cc1cccc(OCc2nnc3n2CCCCC3)c1 | i | 2 | i | i | i | i | 1 | -13 | i | -1 | i
O=C(Nc1c(F)cc(F)cc1Br)c1cc(-c2ccco2)on1 | i | 1 | i | i | i | i | 3 | -16 | i | 0 | i
CC(=O)N1C(=O)N(C(C)=O)C2C1N(C(C)=O)C(=O)N2C(C)=O (stereo not given) | i | 1 | i | i | i | i | 0 | -9 | i | -4 | i
COc1cccc(NC(=S)N(C)C2CCN(C)CC2)c1 | i | 2 | i | i | i | i | -1 | -7 | i | 3 | i
COc1ccc(S(=O)(=O)N2Cc3ccccc3CC2C(=O)N2CCOCC2)cc1OC (stereo not given) | i | 0 | i | i | i | i | -1 | -11 | i | -2 | i
O=C(Nc1ccccc1Cl)Nc1ccccc1Cl | i | 2 | i | i | i | i | -5 | -12 | i | 3 | i
CCCN1CCN(C(=O)C2CCN(c3nnc(C)c4c(C)n(-c5ccc(C)cc5)nc34)CC2)CC1 | i | -1 | i | i | i | i | 0 | -6 | i | 6 | i
COc1ccc(NC(=O)COc2ccccc2C(=O)NCC(c2ccccc2)N(C)C)cc1Cl (stereo not given) | i | -3 | -9.4* | i | i | i | -2 | -9 | i | -6 | i
COc1ccc(NC(=O)N2CCc3ccccc3C2)cc1 | i | 1 | i | i | i | i | -1 | -11 | i | 9 | i
O=C(CSc1ncnc2c1nnn2Cc1ccc(F)cc1)NC1CCCC1 | i | 2 | i | i | i | i | -7 | -21 | i | . | i
Nc1nc(-c2ccccc2)c(-c2ccc([N+](=O)[O-])cc2)s1 | i | 2 | i | i | i | i | 4 | -7 | i | 1 | i
O=C(NC(=S)NCCSc1ccccc1)c1cccnc1 | i | 1 | i | i | i | i | -2 | -4 | i | -6 | i
CCOC(=O)C1CCCN(C(=O)c2ccc(Cn3c(=S)[nH]c4cc(C(=O)OC)ccc4c3=O)cc2)C1 (stereo not given) | i | 4 | i | i | i | i | -1 | 6.6* | i | 6 | i
COc1ccc(NS(=O)(=O)c2cccc(NC(=O)c3ccc(S(=O)(=O)N4CCCCCC4)cc3)c2)cc1 | i | -1 | i | i | i | i | -1 | -15 | i | 6 | i
CC(C)(C)NC(=O)c1ccccc1NC(=O)C1CCCO1 (stereo not given) | i | 1 | i | i | i | i | -4 | -6 | i | 1 | i
COC(=O)C1=C(C)N(C)C(=O)NC1c1cc2c(cc1Br)OCO2 (stereo not given) | i | -3 | i | i | i | i | -1 | -4 | i | 2 | i
